High-throughput results deposited in PubChem by several laboratories.
NALP1 inh – NALP1 inflammasome inhibitors in reconstituted yeast, colorimetric, S. cerevisiae, triplicate retest. S. cerevisiae NALP1/ASC/caspase-1 growth, X-gal OD620, 72 h. inhibition, % at 10 µM. 0.61% of 280,000 active. AID 2071, 2009; in the data active = inhibition mostly above about 24%, no sharp cut-off; inactive = mostly below about 32%; note: some compounds called inactive have numbers as strong as hits
p-CIP stab down – p/CIP-EGFP fusion destabilizers, primary screen, fluorescence, F442A cells; Q05BA5; 16 h; decrease of EGFP signal, % at 10 µM; 0.01% of 290,000 active; AID 1984, 2009;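 active = EGFP signal decrease of at least 30% at 10 µM or well 3 SD below plate mean, unless failing retest; inactive = the rest, including hits failing retest or dose response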; note: some compounds called inactive have numbers as strong as hits; many of its hits are not listed in these tables
IDE act – human IDE activators in live cells, primary screen, fluorescence polarization, HEK cells, FAbeta-B substrate | FAbeta-B cleavage; 0% vehicle, 100% cell-free pure enzyme wells | activation, % at 5.96 µM | 0.073% of 340,000 active | AID 493087, 2011;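 active = activation above the mean of all tested compounds plus 3 SD, set per screening campaign, cut at about 17% in these data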
IMP-1 inh – IMP-1 metallo-beta-lactamase inhibitors, primary screen, biochemical, epi-absorbance readout, Pseudomonas aeruginosa enzyme | inhibition, % at 5.6 µM | 0.45% of 290,000 active | AID 1556, 2009 | metallo-beta-lactamase IMP-1 (Pseudomonas aeruginosa) | purified IMP-1, nitrocefin hydrolysis, epi-absorbance fluorescence;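 active = inhibition above the mean plus 3 SD of all compounds in the same screening run, cut at about 4.5% in these data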;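 note: 0% = IMP-1 with DMSO and 100% = DMSO wells lacking enzyme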
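system = purified recombinant IMP-1 beta-lactamase | amount = 0.2 nM IMP-1, as dispensed | medium = HEPES buffer pH 7.1 with ZnSO4 and Brij 35 | times = 25 °C, 15 min preincubation, 25 min reaction | detection = plate fluorescence quenching by hydrolysis product, ex 480/em 530 nm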
M18AAP inhibitor – PfM18AAP inhibitors, malaria aminopeptidase, primary screen, biochemical, QFRET, recombinant enzyme | 1.2% of 290,000 active | AID 1822, 2009 | H-Glu-NHMec fluorogenic cleavage | M18 aspartyl aminopeptidase (Plasmodium falciparum 3D7) | inhibition, % at 7.35 µM;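 active = inhibition above the campaign mean inhibition over all tested compounds plus 3 SD, cut at about 28% in these data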;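 note: 0% = plate median of test compound wells and 100% = 2 mM ZnCl2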
PHOSPHO1 inh – PubChem AID 1565 | Phosphoethanolamine/phosphocholine phosphatase (Homo sapiens), Q8TCT1 | recombinant PHOSPHO1, absorbance phosphatase assay | inhibition, % at 13.3 µM | 1.1% of 290,000 active; in the data active = inhibition above about 60%
Target sequence (Q8TCT1 whole entry, looked up): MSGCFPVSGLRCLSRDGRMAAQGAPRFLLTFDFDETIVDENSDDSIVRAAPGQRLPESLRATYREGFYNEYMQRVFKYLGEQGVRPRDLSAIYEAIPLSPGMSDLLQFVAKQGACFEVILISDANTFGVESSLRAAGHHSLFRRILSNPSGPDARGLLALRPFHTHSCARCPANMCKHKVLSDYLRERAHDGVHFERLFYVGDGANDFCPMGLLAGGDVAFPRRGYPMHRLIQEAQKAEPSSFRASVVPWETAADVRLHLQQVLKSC
VIM-2 inhibitor – VIM-2 metallo-beta-lactamase inhibitors, primary screen, biochemical, epi-absorbance readout, Pseudomonas aeruginosa enzyme | purified VIM-2, nitrocefin hydrolysis, epi-absorbance fluorescence | inhibition, % at 5.6 µM | 0.89% of 290,000 active | AID 1527, 2009;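 active = inhibition above the mean of all tested compounds plus 3 SD, cutoff set per screening run, cut at about 7.5% in these data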;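 note: red hydrolysis product quenches plate fluorescence so inhibitors raise well fluorescence; 0% = enzyme with DMSO and 100% = DMSO without enzyme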
IDE cell inh – human IDE inhibitors in live cells, primary screen, fluorescence polarization, HEK cells, FAbetaB substrate. inhibition, % at 5.59 µM. FAbetaB cleavage. 0.41% of 320,000 active. AID 434962, 2010. Insulin-degrading enzyme (Homo sapiens), P14735;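 active = percent inhibition above the average of all tested compounds plus 3 SD, set per screening campaign, cut at about 16% in these data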;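 note: IDE supplied by intact live HEK cells; FP after avidin binding of uncleaved biotin substrate so inhibition keeps polarization high; 0% = DMSO wells and 100% = 60 µM reference IDE inhibitor Ii1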
GPR7 antag – GPR7 receptor antagonists, primary screen, cell-based, fluorescence, single concentration; GPR7-expressing cells, fluorescence antagonist assay; inhibition, % at 4.4 µM; 1.1% of 290,000 active; AID 1861, 2009; in the data active = inhibition above about 16%, passing the limit was not always enough;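 note: cells stimulated with the agonist NPW; 0% = agonist with vehicle and 100% = vehicle without agonist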
Target sequence (P48145 whole entry, looked up): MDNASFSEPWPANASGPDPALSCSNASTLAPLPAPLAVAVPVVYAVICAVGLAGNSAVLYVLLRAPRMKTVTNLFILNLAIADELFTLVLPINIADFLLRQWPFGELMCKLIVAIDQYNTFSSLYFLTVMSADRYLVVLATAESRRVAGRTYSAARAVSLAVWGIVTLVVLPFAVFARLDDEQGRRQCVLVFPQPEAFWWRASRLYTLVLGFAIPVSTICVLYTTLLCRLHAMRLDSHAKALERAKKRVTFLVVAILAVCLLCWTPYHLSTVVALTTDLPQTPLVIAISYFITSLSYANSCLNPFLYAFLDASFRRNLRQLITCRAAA
Starred values were filed as active, the others as inactive; x = not tested or not shown.

SMILES	NALP1 inh	p-CIP stab down	IDE act	IMP-1 inh	M18AAP inhibitor	PHOSPHO1 inh	VIM-2 inhibitor	IDE cell inh	GPR7 antag
O=C(CN(C(=O)CCNC(=O)c1ccco1)c1ccccc1)NC1CCCC1	16	-13	4	-3.1	-9	24	-2.6	-1	-10
C(=C\c1ccccc1)/C=N/n1cnnc1	-12	-10	1	-0.2	9	1	-1.5	5	-4
COC(=O)c1ccc(COc2ccc(-c3nnn(CC(N)=O)n3)cc2)cc1	16	-1	0	-1.5	-12	-15	0.9	4	6
COC(=O)c1cc(Br)c(=O)n(Cc2ccc3c(c2)OCO3)c1	3	-7	5	-3.5	2	13	-2.8	7	-22
O=C(NCCO)c1ccc(CSc2nc3ccccc3[nH]2)cc1	32	-3	-4	-0.3	-1	-16	0.7	2	-4
CCNC(=O)CC(=O)Nc1ccccc1C(=O)O	x	5	7	-1.5	-1	10	-4.1	-1	5
Cc1cc(C)c(C#N)c(SCC(=O)Nc2ccccc2)n1	2	8	5	-5.2	-3	24	-0.4	6	-1
C/C(=N\Nc1nc(N)cc(Cl)n1)c1cccc(N)c1	17	-5	-8	-4.4	4	14	-2.5	10	6
Cc1ccc(C(=O)OCC(=O)N2CCOCC2)c(C)c1	17	-10	-3	-0.4	0	-26	-0.8	5	-8
CCCn1c(SCC(=O)Nc2ccccc2Cl)n[nH]c1=O	x	-8	2	-2.3	3	30	-1.7	-2	-15
CCOC(=O)c1sc(NC(=O)COC(=O)C(CCSC)NC(C)=O)nc1C (configuration not stated)	6	-1	3	-3.7	-6	-30	-2.9	5	1
Cc1cccc(-c2nsc(SCC(=O)Nc3cc(C)on3)n2)c1	3	2	2	-2.6	3	26	-1.5	0	-4
COc1ccc(CNC(=O)C2CCC(=O)N2C(C)C)c(OC)c1 (configuration not stated)	x	-2	9	-2.9	-4	12	-3.2	-1	-13
CCOc1ccccc1NC(=O)C1CCCN(S(=O)(=O)c2ccc(OC)c(C)c2)C1 (configuration not stated)	8	-1	0	-3.1	3	-7	-1.8	5	2
NS(=O)(=O)c1ccc(Nc2nc(-c3ccc(O)cc3)cs2)cc1	1	-10	1	-0.4	45*	9	-1.4	-1	-14
CCOc1ccc(C)cc1S(=O)(=O)N1CCCCC1	11	-9	-1	-0.7	3	-3	-1.0	5	-3
C#CCn1c(=NC(=O)CN2C(=O)CCC2=O)sc2cccc(OC)c21	-3	5	9	-2.8	-2	24	0.0	3	-7
CN1CCN(CCCOc2ccc(-c3ccccc3)cc2)CC1	16	4	-3	-0.2	-2	-12	3.5	5	21
Cc1cc(C)c2c(-n3cccc3)c(C(=O)NNS(=O)(=O)c3ccc(Br)cc3)sc2n1	7	-8	6	-3.8	8	-18	-0.6	4	-11
CCOC(=O)C1C(=O)NC(SCC(=O)Nc2nccs2)=C(C#N)C1c1ccccc1OCC (configuration not stated)	-5	-1	-19	1.1	4	4	-2.3	-3	-10
CC1=CC(C)(C)n2c(O)c(N=NC(N)=S)c3c(C)ccc1c32	-7	-12	3	-3.3	0	-6	-2.3	-3	-5
C=CCNc1nc(Cl)nc(Nc2ccc(OC)cc2OC)n1	4	4	0	-2.9	0	16	-1.8	1	-14
Cc1ccc(Sc2ccc(N)cc2C#N)cc1	x	x	2	-0.9	-3	x	-0.2	-1	-3
COc1ccccc1OCc1cc(-c2ccccc2)no1	2	-11	0	-2.1	1	53	-2.8	3	-5
O=C(NNC(=O)C12CC3CC(CC(C3)C1)C2)c1cccc(O)c1	10	-1	2	-3.1	6	39	-0.5	-7	0
CCc1ccc(OCCNC(=O)c2cc(SC)ccc2Cl)cc1	11	7	1	-1.5	4	2	-0.8	8	0
CCc1ccc(-n2c(C)cc(/C=N/NC(=O)c3ccncc3)c2C)cc1	-5	-1	0	-1.8	6	51	-4.0	0	-10
CCCn1c2c(c(=N)c3c1CCC3)CCC2	7	-22	-4	-2.9	-5	-38	-1.8	5	-7
CCCCNC(=O)/C(C#N)=C/c1ccc(F)cc1F	-16	22	7	-3.3	5	32	-1.7	-2	-3
CCCCCn1c(Br)nc2c1c(=O)n(CC(N)=O)c(=O)n2C	19	-7	-4	-1.6	-8	-17	-3.0	4	-5
Cc1ccc2c(N)[nH]nc2n1	12	-9	7	3.5	-3	-26	-2.1	1	1
CCc1cccc(C)c1NC(=O)Cc1ccsc1	10	7	3	-2.1	-2	20	2.5	2	-9
COc1ccc(-c2c(C(F)(F)F)nn(C)c2NC(C)=O)cc1	x	-3	4	-1.0	-5	-6	-2.1	1	-4
Cc1cccc(NS(=O)(=O)c2cccc([N+](=O)[O-])c2)n1	7	-6	0	-3.0	-3	31	0.4	-3	-1
CCOc1cccc(C(=O)NC(=S)Nc2ccccc2)c1	20	-11	1	-3.5	3	6	-2.1	-3	-4
CCOC(=O)Cc1c(C)c2c(C)[nH]nc2oc1=O	-8	4	1	-2.6	-10	-3	-0.3	-1	-14
CC(=O)c1ccc(S(=O)(=O)N2CCCC(N(C)CCc3ccccc3)C2)cc1 (configuration not stated)	11	-1	2	-2.6	0	49	-3.5	-3	-2
CCC(C)(C)NC(=O)CN(C(=O)c1snc(C(N)=O)c1N)c1ccc2c(c1)OCCO2	-2	1	5	0.2	-1	-16	-0.9	2	5
CCn1cc(S(=O)(=O)Nc2cc(C)ccc2F)cn1	-1	-5	9	1.4	3	42	-0.9	5	2
O=C(CSc1nnc(Cc2ccccc2)n1-c1cccc(Cl)c1)NNC(=O)Cc1ccccc1	16	6	2	-2.2	2	-27	-2.3	2	-4
CN(C)c1nnnn1-c1ccccc1Oc1ncc(C(F)(F)F)cc1Cl	5	-1	2	-1.4	-13	-16	-0.6	1	-2
CN(C(=O)c1ccccc1)c1nccnc1C#N	30	-7	4	-3.6	2	39	-2.4	2	-14
COc1ccc(-c2csc(N3CCC(c4ccccc4)CC3)n2)cc1	26	3	6	-3.5	-6	23	-0.8	1	-14
CC1(C)Cc2c(C#N)c(N)n(-c3ccccc3)c(=O)c2CO1	8	-2	4	1.1	-16	-25	0.5	2	-2
OC(COc1ccccc1F)CN1CCC(Cc2ccccc2)CC1 (configuration not stated)	20	-2	8	-2.5	0	29	-1.6	1	-15
COCCCNC(=O)C1CCC(=O)N1Cc1ccccc1Cl (configuration not stated)	1	-3	0	1.0	-2	6	-1.2	-5	-10
O=C(CSc1nnc(NC(=O)c2ccccc2[N+](=O)[O-])s1)NCc1ccco1	7	-8	1	-2.4	6	33	41*	3	-9
CC(=O)c1ccc(NC(=O)CCCC(=O)c2ccccc2)cc1	-4	5	0	-2.6	-2	11	-1.4	-4	-2
FC(F)(F)c1cccc(CNC(=S)Nc2ccccc2)c1	13	-6	1	-1.6	1	62*	-0.5	2	-17
CCCN(CCC)C(=O)CC(c1ccccc1)c1cc(Br)ccc1O (configuration not stated)	15	-16	-1	-2.1	11	-1	-3.3	4	-6
O=C(c1cc(COc2c(F)cccc2F)on1)N(Cc1ccccc1)CC1CC1	4	2	5	-5.5	6	40	0.0	7	-7
COC(=O)Cc1c(C)c2ccc(OCC(=O)N3CCCC3)c(C)c2oc1=O	11	8	1	-3.0	-1	48	-0.9	8	-10
CN(C(=O)c1ccc(Cl)cc1)C1=CCCCC1CCC#N (configuration not stated)	-11	-8	2	-3.1	0	19	-2.1	9	1
NC(=O)C1CCN(C(=S)NCCc2ccccc2)CC1	9	-4	3	-2.1	-1	13	0.2	10	-11
COc1ccc(OC)c(NC(=S)NCCC(c2ccccc2)c2ccccc2)c1	x	x	4	-1.6	0	x	-2.1	0	5
CC(C)C(=O)Nc1nc2cc3c(cc2s1)OCO3	42	-4	2	-3.8	1	22	-2.0	5	-9
CC1CCCN(CC(O)COCc2ccccc2)C1 (configuration not stated)	21	20	6	-1.8	-3	-27	-0.3	-2	-12
O=C(NCC(=O)N1CCN(c2ccccc2F)CC1)c1ccco1	7	-8	-1	-2.7	1	18	-2.1	x	-2
CCOC(=O)C1(CCCc2ccccc2)CCN(C(=O)c2cnn(CC)c2)CC1	2	-22	1	-2.5	-8	45	-1.4	4	-8
O=C(C1CCCN(S(=O)(=O)c2ccc(Cl)cc2)C1)N(Cc1cccs1)C1CC1 (configuration not stated)	13	5	2	-2.9	1	-3	-3.7	-3	-6

Filtered by structure, the entries above containing a nitro group on carbon (two)
SMILES	NALP1 inh	p-CIP stab down	IDE act	IMP-1 inh	M18AAP inhibitor	PHOSPHO1 inh	VIM-2 inhibitor	IDE cell inh	GPR7 antag
Cc1cccc(NS(=O)(=O)c2cccc([N+](=O)[O-])c2)n1	7	-6	0	-3.0	-3	31	0.4	-3	-1
O=C(CSc1nnc(NC(=O)c2ccccc2[N+](=O)[O-])s1)NCc1ccco1	7	-8	1	-2.4	6	33	41*	3	-9

(list continues)
SMILES	NALP1 inh	p-CIP stab down	IDE act	IMP-1 inh	M18AAP inhibitor	PHOSPHO1 inh	VIM-2 inhibitor	IDE cell inh	GPR7 antag
O=C(Cn1c(=O)oc2ccccc21)N1CCOCC1	10	9	3	-3.5	-4	39	-1.9	-1	-16
Cc1ccc(NC(=O)[C@H](CC(C)C)NC(=O)[C@@H]2Cc3ccccc3CN2)cc1	21	-6	5	0.2	-6	37	-3.2	-1	-6
CC(C)(C)NC(=O)CSC(=Nc1ccccc1F)NC#N	-83	-10	-2	-1.1	10	-4	-1.2	3	6
O=C(NCc1cccnc1)c1ccccn1	30	-8	4	-7.6	8	33	-6.2	1	-6
Cc1oc2cc3oc(=O)c(CCC(=O)NCCCC(=O)O)c(C)c3cc2c1C	6	-7	1	-2.2	1	-16	1.1	2	-1
CN1CCN(NC(=O)CN(C)S(=O)(=O)c2cc(Cl)ccc2Cl)CC1	18	-3	1	-3.2	-2	8	-4.3	-2	-1
Cc1ccc2nc(C3CCCN(C(=S)Nc4cccc(C)c4C)C3)[nH]c2c1 (configuration not stated)	11	-14	-1	-2.7	-7	4	-3.9	2	-5
Cc1ccc(NS(=O)(=O)c2cc3c4c(cccc4c2)C(=O)NC3=O)cc1C	0	7	-1	-1.1	8	33	0.2	8	-19
CC(C)NC(=O)c1ccc(S(=O)(=O)N(C)C)cc1	8	5	-1	-3.2	-15	23	-3.0	-2	-8
N#CCSc1nnc(COc2cccc3ccccc23)n1-c1ccccc1	0	-13	-1	-1.8	-10	37	0.0	-7	15
Cn1c(-c2ccc(N)cc2)nc2ccccc21	0	-2	2	0.1	-7	40	-2.5	1	-5
CC(C)NC(=O)NC(=O)CSc1nnc(COc2ccccc2Cl)o1	29	2	1	-3.1	0	-11	-1.2	3	-1
CCc1cccc(C)c1NC(=O)c1ccc(CN2CCc3ccccc3C2)cc1	29	-4	-4	-1.7	-9	-12	1.1	-4	-15
CN(C(=O)CO/N=C/c1ccc(Cl)cc1)c1ccccc1	1	-4	-2	-2.6	4	4	-3.0	-3	5
NC(=O)Nc1ccc2c(c1)OCCO2	-2	1	1	-2.8	-9	18	-2.9	-2	-5
